# ERK EGF block: EGF-driven ERK pathway inhibition; HEK293-V1b, EGF-stimulated phospho-ERK AlphaScreen; hit rate 0.41% among 130,000; Potency, µM (doses to about 11.5 µM), without a hit: at the highest dose activity change, negative = inhibition, hits mostly inhibitors; active = well fitted inhibition curve with a large enough effect; inconclusive = small, poorly fitted or top-dose-only effect, or effect the other way;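 also: plate controls were stimulated vehicle wells for no effect and unstimulated vehicle basal for full effect; nearly all actives have a fitted effect of over 55% in size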
#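 Homogeneous cell-based phospho-ERK assay: HEK293/V1b cells in 1% FBS, compound 30 min then EGF 5 min, AlphaScreen luminescence. Activity normalized between DMSO and 25 nM EGF controls; AC50 from Hill modelling.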
# * = called active by the depositor; ? = inconclusive; [ ] = dose if it differs, or a comment. Potency is read from the fitted curve at half-maximal effect.
structure | ERK EGF block
CCCCCC1CC(CC(C)C(=O)Nc2nncs2)C(=O)O1 (stereo unspecified) | -6%
COc1ccccc1Oc1coc2c(CN3CCOCC3)c(O)ccc2c1=O | -4%[57.5 µM]
O=C(Nc1ccc(Cl)c(S(=O)(=O)N2CCOCC2)c1)c1ccccc1-c1ccc(C(F)(F)F)cc1 | 7%
C(#CC1CCCCC1)c1ccc2c(c1)COc1c3ccccc3nn1-2 | -29%[57.5 µM]
NS(=O)(=O)c1ccc(N/C=C\C(=O)c2ccc3ccccc3c2)cc1 | -2%
CC(=O)Nc1cc(C)c(S(C)(=O)=O)c(C)c1 | 4%
CN(C)c1cccc(/C=C(\C#N)c2ccccc2)c1 | ?
O=c1ccn([C@@H]2O[C@H](CO)[C@@H](O)[C@H]2O)c(=O)[nH]1 | -10%
Nc1ncnc2c1ncn2[C@H]1C[C@H](O)[C@@H](CO)O1 | -7%
CC(=O)Nc1ccc2c(c1)nc1n2CCN(C(C)c2ccccc2)C1 (stereo unspecified) | -7%
Cc1ccc(/C=C/C(=O)Nc2cccc(S(=O)(=O)N3CCOCC3)c2)o1 | 6%
CCOC(=O)Cc1csc(NC(=O)CC(C)(C)CC(=O)O)n1 | 1%[57.5 µM]
O=S(=O)(N1CCCCC1)N1CCN(c2cc(Cl)ccc2Cl)CC1 | ?
Cc1ccccc1-n1c(N)c(C(=O)Nc2ccc(F)cc2)sc1=S | -4%
CC(=O)c1cccc(NC(=O)Cn2nc(-c3ccc(Cl)cc3)ccc2=O)c1 | -8%
CCOc1ccccc1C(=O)NN1C(=O)CCC1=O | 8%
Cc1ccccc1NC(=S)N(Cc1ccccc1)Cc1cccs1 | -11%
Cc1ccc(-c2csc(NC(=O)C3=NN(C4CCS(=O)(=O)C4)C(=O)CC3)n2)cc1 (stereo unspecified) | 0%[57.5 µM]
O=C(CCCn1c(SCc2cccc(F)c2)nc2ccccc2c1=O)NCC1CCCO1 (stereo unspecified) | 0%
Cc1noc(C)c1COC(=O)c1ccc(S(=O)(=O)N2CCCCC2)cc1 | 8%
Cc1ccc(CNC(=O)Cn2cnc3cc([N+](=O)[O-])ccc3c2=O)cc1 | -10%
COc1cccc(-c2cc(-c3cccnc3)c(C#N)c(N)n2)c1 | 0%[57.5 µM]
COc1cc(/C=N\NC(=O)OC(C)(C)C)ccc1OC(=O)c1ccco1 | -11%
CC1(C)C2C(Cl)(Cl)C2(C)c2ccccc2N1C=O (stereo unspecified) | -1%[57.5 µM]
Cc1cccc(C)c1OCC(=O)NCC1CCCO1 (stereo unspecified) | 7%

# The last 3 entries of the section above lead into the next.
structure | ERK EGF block
COc1cc(/C=N\NC(=O)OC(C)(C)C)ccc1OC(=O)c1ccco1 | -11%
CC1(C)C2C(Cl)(Cl)C2(C)c2ccccc2N1C=O (stereo unspecified) | -1%[57.5 µM]
Cc1cccc(C)c1OCC(=O)NCC1CCCO1 (stereo unspecified) | 7%
CN1Cc2sc(NC(=S)NC(=O)c3ccccc3)c(C#N)c2CC1(C)C | 2%[57.5 µM]
c1ccc(C2CCCN(Cc3nc(CC4CC4)no3)CC2)cc1 (stereo unspecified) | -6%
CCN(CC)S(=O)(=O)c1ccc(N2CCOCC2)c(NC(=O)C(C)(C)C)c1 | 13%[57.5 µM]
CC(=O)n1cc([C@H]2C=C(C(=O)NCc3ccccc3)O[C@@H](OCCCCO)C2)c2ccccc21 | -17%[57.5 µM]
CC(/C=N/NC(=O)c1ccc2nc(C)[nH]c2c1)=C\c1ccccc1 | 13%
CCOC(=O)C(=NC(C)C)NNc1cc(Cl)ccc1Cl | 2%
CC(C)(C)c1ccc(C(=O)NNc2ccc(F)cc2F)cc1 | 3%[57.5 µM]
CC(=O)N1CCC2(CCCN(Cc3ccccc3)C2)CC1 | 2%
CC(=O)N(C)c1nc(N)n(-c2ccccc2)n1 | -2%
CCOC(=O)/C(=C\c1cccc(O)c1)c1nc2sc(C)c(C)c2c(=O)[nH]1 | ?
NS(=O)(=O)c1cccc(NC(=O)Nc2ccccc2)c1 | 10%[57.5 µM]
Cc1c(Br)c([N+](=O)[O-])nn1CC(=O)NCCc1ccc(Cl)cc1 | -8%
O=C(CCn1nc(-c2ccc(Cl)cc2)c2ccccc2c1=O)Nc1cccnc1 | -5%
CCOc1ccccc1NC(=O)CSc1nc2nc(-c3cccs3)cc(C(F)(F)F)c2c(=O)[nH]1 | 1%[57.5 µM]
O=C(CSc1ccc(-c2cccs2)nn1)NCCc1ccccc1 | -15%
Cc1c(NC(=S)N/C(=N/S(=O)(=O)c2ccccc2)c2ccccc2)c(=O)n(-c2ccccc2)n1C | 8%[57.5 µM]
COc1ccc(CCC(=O)Nc2nc(-c3ccncc3)cs2)cc1 | ?
CC(C)OCCCNC(=O)C1CCN(S(=O)(=O)N2CCCC2)CC1 | -4%
CC(=O)Nc1ccc(Nc2cc(N3CCOCC3)c3nonc3c2[N+](=O)[O-])cc1 | 0%
CC(C)CN(C(=O)COC(=O)c1nc(Cl)ccc1Cl)C1CCS(=O)(=O)C1 (stereo unspecified) | -2%
COc1ccc(C(=O)Nc2ccncc2)c(OC)c1 | 2%
COCCn1c(=O)c(CCc2ccccc2)nc2cnc(Nc3cccc(OC)c3)nc21 | 0%
COc1cccc(/C=C/C(=O)OCC(=O)Nc2ccccc2Sc2ccccc2)c1 | 0%
Brc1ccc(-c2csc(-c3ccncc3)n2)cc1 | 2%
COc1ccc(C(=O)Oc2ccc(C(=S)N3CCOCC3)cc2)cc1 | -4%

# Next part.
structure | ERK EGF block
O=C(c1ccc2c(c1)OCCO2)N1CCN(c2ccc([N+](=O)[O-])cc2)CC1 | -2%
CCc1ccccc1NC(=O)Nc1cc(F)ccc1F | 4%
Cc1ccc(C(=O)NCC#N)cc1 | -3%
N#Cc1c(NC(=S)NC(=O)c2ccccc2)sc2c1CCCC2 | -1%
CCOC(=O)C1(CCOC)CCN(Cc2ccc(COC)o2)CC1 | -12%[57.5 µM]
Cc1cc2cc(CN(Cc3ccco3)C(=S)NCC3CCCO3)c(=O)[nH]c2cc1C (stereo unspecified) | 0%
Cc1ccc(NC(=S)NCCN2CCOCC2)cc1F | -13%
CCN(C(=S)NCc1ccccc1)c1cccc2ccccc12 | 1%
O=C(c1n[nH]c2ccccc12)N1CCOCC1 | 2%
COc1ccc(NC(=O)Cc2coc3ccc4ccccc4c23)cc1S(=O)(=O)N1CCOCC1 | 0%
CCCc1nc2oc3c(Cl)ncnc3c2c2c1CCCC2 | 7%[57.5 µM]
CC1CCN(C(=O)c2cc(F)c(F)cc2Cl)CC1 | 5%
CC(C)C(O)C1CCN(Cc2nc(-c3cccs3)no2)CC1 (stereo unspecified) | -17%
CCn1c(=O)c2cc(C(=O)Nc3cccc(C(C)=O)c3)sc2c2ccccc21 | 12%[57.5 µM]
CC(C)CSc1nc2c(=O)[nH][nH]c(=O)c2n1Cc1ccccc1 | 3%
CCC1(CC)Cc2ccccc2-c2nc(NN)[nH]c(=O)c21 | 0%[57.5 µM]
Cc1nc(-c2ccccc2)sc1C(=O)NN | 0%
CC(=O)COc1ccc2c(-c3cccc([N+](=O)[O-])c3)cc(=O)oc2c1 | -1%
C=C1c2ccccc2NC(=S)N1Cc1ccc2c(c1)OCO2 | -3%
CCCCCCCC/C=C\C/C=C\C/C=C\CCCC(=O)NCCO | -6%
OC1CCN(C(=S)Nc2ccc(Nc3ccccc3)cc2)CC1 | -13%
Cc1cc(C)c2c(=O)[nH]cnc2n1 | -4%
COc1ccc(C2Nc3ccccc3C(=O)N2NS(=O)(=O)c2ccc(C)cc2)cc1 (stereo unspecified) | -24%
CN(Cc1c(C(=O)N2CCc3ccccc3C2)nc2ccc(Cl)cn12)C(C1CC1)C1CC1 | -10%
COc1ccc(C(=O)CSc2nnc(NC(=O)C3CC(=O)N(c4ccccc4C)C3)s2)cc1 (stereo unspecified) | 8%

# Reformatted as labelled records: entries from further up.
> CC(=O)N(C)c1nc(N)n(-c2ccccc2)n1
  ERK EGF block: -2%
> CCOC(=O)/C(=C\c1cccc(O)c1)c1nc2sc(C)c(C)c2c(=O)[nH]1
  ERK EGF block: ?

# (more compounds)
structure | ERK EGF block
CCCCCCCCCCCCCCCCOCC(CO)OC(C)=O (stereo unspecified) | -13%
Cc1cc(=O)[nH]c(SCC(=O)Nc2ccc3c(c2)OCCO3)n1 | 1%
CCc1ccccc1Nc1nc2ccccc2n1CC | 0%
CCOC(=O)c1cc(-c2cccc([N+](=O)[O-])c2)nc2[nH]c(=O)[nH]c(=O)c12 | 2%
CCOC(=O)N1CCN(C(=O)CNC2CCCCCCC2)CC1 | -4%
O=C(O)c1ccc(CSc2nnc(-c3ccncc3)n2-c2ccc(Cl)cc2)cc1 | 4%
CC(c1ccccc1)N1C(=O)NC(NC(=O)c2cccnc2)(C(F)(F)F)C1=O (stereo unspecified) | 1%
COC(=O)c1ccc2c(=O)n(CCCCCC(=O)NCCNC(C)=O)c(=O)[nH]c2c1 | -6%
O=C(c1ccc([N+](=O)[O-])cc1)N1CCc2ccccc2C1 | 0%
O=Cc1cn(CC(=O)Nc2ccc3c(c2)OCO3)c2ccccc12 | 2%
O=C(Cc1ccc([N+](=O)[O-])cc1)N1CCN=C1SCc1ccccc1 | 10%
C=CCC1(C#N)C(=S)NC(C)=C(C(=O)OCC)C1c1ccccc1 (stereo unspecified) | -8%[57.5 µM]
O=C(NN=C1CCCC1)c1cc(-c2ccccc2)n[nH]1 | -2%
CC(C)n1c(O)c(N=NC(=O)c2ccccc2NS(=O)(=O)c2cccs2)c2ccccc21 | -5%
CC1(C)C(=O)OC(c2cccs2)C2(CCCCC2)C1=O (stereo unspecified) | 0%[57.5 µM]
C/C(N)=C(/C#N)C(=O)CSc1nc2ccccc2c(=O)n1-c1ccc(C)c(Cl)c1 | 1%
COc1ccc2c3c1O[C@H]1C[C@H](O)C=C[C@@]31CCN(C)C2 | -7%
C#CCNC(=O)C1=C[C@@H](c2ccc(C(F)(F)F)cc2)C[C@@H](OCCCCO)O1 | -16%[57.5 µM]
O=C(O)CSc1ccc2nnc(-c3cccnc3)n2n1 | -7%
CCOc1ccc(N2C(=O)/C(=C\c3ccccc3OC)S(=O)(=O)C2c2cccc([N+](=O)[O-])c2)cc1 (stereo unspecified) | 0%
CCC(C)NS(=O)(=O)c1ccc(NC(=O)Cc2ccc(OC)cc2)cc1 (stereo unspecified) | 5%
CC1CCN(CCC(=O)Nc2ccc(Cl)cc2)CC1 | 1%
Cc1cccc(-n2cc(CN3CCCN(C=O)CC3)c(-c3cccc(F)c3)n2)c1 | 9%
COC(=O)Cc1[nH]c(Cl)nc1C(N)=O | 12%[57.5 µM]
O=C(Nc1nnc(SCc2cccc3ccccc23)s1)C1COc2ccccc2O1 (stereo unspecified) | -1%

# Quoted from the listing:
# C#CCNC(=O)C1=C[C@@H](c2ccc(C(F)(F)F)cc2)C[C@@H](OCCCCO)O1 in ERK EGF block → -16%[57.5 µM]
# O=C(c1ccc([N+](=O)[O-])cc1)N1CCc2ccccc2C1 in ERK EGF block → 0%
# Cc1cc(=O)[nH]c(SCC(=O)Nc2ccc3c(c2)OCCO3)n1 in ERK EGF block → 1%

# Additional compounds follow.
structure | ERK EGF block
Cc1oc(/C=N/NS(=O)(=O)c2ccccc2)cc1Br | -4%
CNCC[C@H](Oc1cccc2ccccc12)c1cccs1 | -5%[57.5 µM]
NC(=O)NOCc1c(F)cccc1Cl | -14%[57.5 µM]
CN(C)CCCN(Cc1ccc2c(c1)OCO2)C(=O)NC1CCCCC1 | 8%[57.5 µM]
CN(C)c1cccc(NC(=O)c2ccco2)c1 | 1%
CCOC(=O)C1CCN(c2c(NCCCN(C)C3CCCCC3)c(=O)c2=O)CC1 | -6%
O=C(NCc1ccc(F)cc1)C(=O)NCC1OCCN1C(=O)c1ccc(Cl)cc1 (stereo unspecified) | -5%
CCCCCC1(C(=O)OCC)CC(CSC(=N)N)OC1=O (stereo unspecified) | 2%
COc1ccc(C(=O)N/C(=C/c2cccs2)C(=O)NC(C)(C)C)cc1OC | 7%
COc1ccccc1NC(=O)c1c(N=Cc2cccc([N+](=O)[O-])c2)cnn1C | -8%[57.5 µM]
COc1cc(O)c(C(C)=O)c(CC(=O)O)c1 | -7%[57.5 µM]
O=C(O)c1ccc(COc2ccccc2/C=C2\NC(=O)N(Cc3ccccc3F)C2=O)cc1 | 35%
O=C(COC(=O)CNC(=O)C12CC3CC(CC(C3)C1)C2)NC1CCS(=O)(=O)C1 (stereo unspecified) | 13%
NC(=O)C1CCN(CCC(=O)Nc2ccc3c(c2)CCC3)CC1 | -7%
CCN(CC)CCOC(=O)c1ccc(NC(=O)CNC(=O)C2CCCCC2)cc1 | 3%
CCCC(=O)NC(c1ccccc1Cl)c1c(O)ccc2ccccc12 (stereo unspecified) | -3%
CSc1ccccc1C(=O)NCCOc1ccccc1C | -4%
CCC(=O)CCC(=O)c1ccc2ccccc2c1 | 4%
COc1cccc(C2/C(=C(/O)c3cnn(-c4ccccc4)c3C)C(=O)C(=O)N2CCN(C)C)c1OC (stereo unspecified) | 4%[57.5 µM]
Cc1ccccc1CN(CC(=O)Nc1cccc([N+](=O)[O-])c1)S(=O)(=O)c1ccc(Cl)cc1 | 13%
CSCC[C@H](NC(=O)Nc1ccc(Oc2ccccc2)cc1)C(=O)O | -9%[57.5 µM]
CCCCNC(=S)N1CCn2cccc2C1c1ccc(F)cc1 (stereo unspecified) | 0%
CCOC(=O)C1(C)Oc2cccnc2NC1=O (stereo unspecified) | -12%
O=C(COC(=O)CCc1ccc(S(=O)(=O)N2CCOCC2)cc1)NCc1ccccc1Cl | -5%[57.5 µM]

# 2 compounds picked at random from those above:
structure | ERK EGF block
O=C(O)c1ccc(COc2ccccc2/C=C2\NC(=O)N(Cc3ccccc3F)C2=O)cc1 | 35%
NC(=O)C1CCN(CCC(=O)Nc2ccc3c(c2)CCC3)CC1 | -7%

# Screening results (PubChem BioAssay)

# Not all compounds are listed, so the mix of outcomes need not match the whole.
